Screens deposited in PubChem by several laboratories.
Rin1-Abl PPI inh = human Rin1-Abl interaction inhibition; P00519+Q13671; TR-FRET Rin1/Abl binding, biochemical; inhibition, % at 7.35 µM; hit rate 0.4% among 360,000; in the data active means inhibition above about 5%, passing the limit was not always enough
MsrA inhibitor = bovine MsrA inhibition; AID 651718; purified bovine MsrA, absorbance read-out; inhibition, % at 15.5 µM; hit rate 0.75% among 360,000; in the data active means inhibition above about 4.5%;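 further: 0% = vehicle wells with enzyme and 100% = reference inhibitor wells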
SKN-1 block = C. elegans SKN-1 inhibition; C. elegans VP596 Pgst-4::GFP/RFP ratio, acrylamide-induced, 24 h; inhibition, % at 21.8 µM; hit rate 0.49% among 360,000; AID 624304;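 active means interference check ratio from 0.5 to 1.5 plus GFP to RFP signal ratio inhibition reaching or exceeding a fixed threshold, cut at about 30% in these data, passing the limit was not always enough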; further: some compounds called inactive have numbers as strong as hits
FAS-TE inh = FAS thioesterase (human) inhibition; P49327; hit rate 0.67% among 360,000; recombinant FAS-TE, OMFH fluorogenic substrate, fluorescence endpoint; inhibition, % at 15 µM;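 active means compounds whose normalised, plate-corrected inhibition of enzyme fluorescence in the single-dose primary screen is 50% or more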;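 further: 0% = DMSO with enzyme and 100% = substrate without enzyme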
MT1-MMP act inh = blocks activation of human MT1-MMP; P50281; HT1080 RFP-PRO-GFP cells, GFP/RFP ratio fluorescence, overnight; percent of plate control window, DMSO zero; GFP/RFP ratio change, % at 20 µM; hit rate 0.061% among 360,000; AID 651647;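 active means GFP/RFP ratio change of at least 30% with cell ATP level not reduced by more than half and red fluorescence within 50% of control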; further: strong numbers were not always called active
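Assay system – RFP-PRO-GFP reporter HT1080 cells · Compound dosing – single dose of 20 µM compound, 1% DMSO final · Incubation – overnight compound exposure at 37 °C · Measure – GFP/RFP fluorescence ratio · Benchmarks – DMSO wells and RFP-L50D-GFP cells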
NRP1-CendR mod = NRP-1/CendR interaction modulation. hit rate 0.85% among 360,000. AID 602438. inhibition, % at 25 µM. FAM-RPARPAR peptide binding to NRP-1, fluorescence polarization;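 active means inhibition or corrected inhibition above about 18%, plus a signal ratio from 0.5 to 1.5, limit read from the data, passing the limit was not always enough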; further: strong numbers were not always called active
Neddyl block = inhibitors of human cullin neddylation. P61081+Q13564. hit rate 0.58% among 360,000. TR-FRET cullin neddylation, biochemical. calls only at 25 µM; in the data active means inhibition above about 36%
E coli Lon inh = inhibits E. coli Lon protease | P0A9M0 | purified E. coli Lon protease, fluorescence polarization | inhibition, % at 7.94 µM | hit rate 0.42% among 360,000; in the data active means inhibition above about 13%, passing the limit was not always enough;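 further: 0% = enzyme with probe and DMSO and 100% = no enzyme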
MsrA act = activators of bovine methionine sulfoxide reductase A; hit rate 0.3% among 360,000; AID 602163; activation, % at 10.6 µM; purified bovine MsrA, absorbance read-out; in the data active means activation above about 7.5%;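 further: 0% = vehicle and 100% = reference activator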
Starred values were filed as active, the others as inactive; i = inactive; x = no result given; & = joins results of further samples. Compounds were not picked by outcome. Share with any hit: about 4.2%.

SMILES	Rin1-Abl PPI inh	MsrA inhibitor	SKN-1 block	FAS-TE inh	MT1-MMP act inh	NRP1-CendR mod	Neddyl block	E coli Lon inh	MsrA act
CCOC(=O)c1cccc(NC(=O)Nc2cc(OC)ccc2OC)c1	-1	0.9	-10	22	6	0	i	-1	-2
COc1ccc(C(=O)Nc2ccccc2C(=O)N/N=C/c2ccc(O)c(OC)c2)cc1	-2	2.2	0	13	3	5	i	0	-5
Cc1ccc(NC(=O)N2CCC(C(=O)NCC(C)C)CC2)cc1	-5	0.3	7	-5	0	11	i	4	-3
Cc1occc1-c1nnc(SCC(=O)c2ccc3c(c2)OCCO3)n1CC1CCCO1 (configuration not stated)	-1	-0.2	-9	0	-10	0	i	-10	-6
CCOC(=O)C(=O)Nc1nnc(COc2ccccc2)s1	-1	-0.9	-2	-5	0	-7	i	-5	-2
C[C@@H]1CN(S(=O)(=O)c2c(F)cccc2F)CCN1S(=O)(=O)c1ccc2c(c1)OCCO2	2	-0.4	-6	32	3	2	i	0	-2
COc1ccc2c(c1OC)C(=O)N1C2SC[C@H]1C(=O)NC1CC1 (some centres not stated)	0	0.2	16	-4	0	5	i	4	-3
O=C1CC(c2ccc(O)c(O)c2)Oc2cc(O)cc(O)c21 (configuration not stated)	1	2.3	4	-12	4	-14	i	-5	-13
CCSC1=N/C(=C\c2ccc(-c3ccccc3[N+](=O)[O-])o2)C(=O)S1	0	3.5	-6	-2	-20	-12	i	37*	-5
C#Cc1cccc(NC(=O)CSc2nnc(-c3ccc(C(F)(F)F)cn3)o2)c1	-2	-1.2	7	-2	2	6	i	4	-3
CN1CCC(=O)N(CCSc2ccccc2)CC1	4	0.4	14	-8	0	3	i	11	-5
O=C(O)c1nnn(-c2ccc([N+](=O)[O-])cc2)c1-c1ccccc1	2	-0.5	0	0	5	-8	i	-3	-4
CCC[C@@H]1CCCO[C@@](C(=O)NCCN2CCOCC2)(C(F)(F)F)C1	0	-0.2	-6	-15	0	1	i	-6	-2
C=Cc1ccc(Cn2c(C)c(C(=O)NCc3ccc4c(c3)OCO4)sc2=O)cc1	2	-0.7	-10	21	4	7	i	-7	-4
Cc1nc2c(-c3ccccc3)c[nH]n2c(=O)c1Cc1ccccc1	-2	0.1	1	-1	-3	19	x	7	0
Cc1ccc(C(=O)N2CCCCCC2)cc1S(=O)(=O)Nc1ccccc1	3	1.1	6	-4	1	-5	i	-12	-2
COc1ccc(C2(O)CCN(C(=O)Cc3cccnc3)CC2)cc1	-2	1.8	-5	-7	0	-3	i	-8	-7
CCc1nc2ccc(C(=O)NCc3ccccc3OC)cn2c1N(CC)CCOC	-1	-0.9	-3	-5	-6	0	i	-8	-4
Cc1cccc(NC(=S)NC(=O)Cc2ccccc2)c1C	-1	0.2	4	15	8	-8	i	2	-8
COc1ccccc1NC(=O)COC(=O)CNC(=O)c1ccc(OC)c(OC)c1	1	0.7	10	-7	3	1	i	2	2
Cc1ccc(C(=O)NC(=S)Nc2cc(-c3nc4ccccc4s3)ccc2C)cc1	0	0.4	-6	7	-2	-7	i	0	4
CCc1ccc(/C=N/NC(=O)Cc2cccn2C)cc1	2	2.2	-7	-2	1	-12	i	-4	-5
CCN1CCN(C(=O)c2ccccc2N(Cc2ccccc2)S(=O)(=O)c2ccc(OC)cc2)CC1	-3	1.5	3	-4	-8	-7	i	-9	-5
N[C@@H](Cc1ccccc1)c1nnc(SC/C=C/c2ccccc2)o1	-1	0.8	-14	2	2	2	i	1	-4
CCOC(=O)N1CCN(c2cc(=O)n(-c3ccc(C)cc3)c(=O)[nH]2)CC1	1	0.4	4	-4	1	8	i	3	-5
More records follow.
SMILES	Rin1-Abl PPI inh	MsrA inhibitor	SKN-1 block	FAS-TE inh	MT1-MMP act inh	NRP1-CendR mod	Neddyl block	E coli Lon inh	MsrA act
O=C(COC(=O)CCC(=O)c1cccs1)NCCc1ccccc1	0	0.5	5	-6	1	8	i	-16	-3
O=C(NCCN1CCCCC1)Nc1cccc(Cl)c1Cl	1	3.6	-19	-7	x	-10	i	-2	-11
CCOC(=O)/C(C#N)=C/c1c[nH]c2ccccc12	-2	1.3	-1	-24	1	-7	i	-9	-15
CC(=O)c1cc(-c2ccccc2)n(CC(=O)N2CCCC2)c1C	1	-0.2	2	-6	6	-3	i	-2	-12
CCNC(=O)c1cnn(-c2ccccc2)c1-c1ccccc1	-1	1.3	0	-3	1	4	i	-4	0
COc1ccc(CC(=O)Nc2oc(-c3ccccc3)c(-c3ccccc3)c2C#N)cc1OC	3	0.6	-9	18	-4	24	i	-3	0
Cn1c(=O)oc2ccccc2c1=O	0	-0.9	-10	-5	-4	-3	i	-6	-1
CN(C)c1ccnc(-n2cccc2/C=N/O)c1C#N	7	0.7	-5	-4	-2	-7	i	-4	-12
CC(=O)OCC(=O)Nc1ccc(Cl)cc1Cl	1	0.1	-17	-6	0	7	i	-6	-3
Cc1ccccc1NC(=S)NCCSc1ccc(Cl)cc1	-4	0.1	-4	34	2	6	i	0	-8
CNC(=O)CN1C(=O)c2cccc3cccc1c23	0	1.0	-6	-3	0	10	i	1	0
O=C(CSc1nnc(-c2cccc(S(=O)(=O)N3CCOCC3)c2)n1C1CCCCCC1)NCc1ccccc1	-2	0.7	10	11	-3	-7	i	-6	-2
COc1cc(CCC(=O)OCC(N)=O)cc(OC)c1OC	1	0.6	0	-4	-1	-1	i	-4	-8
CC1CCCCN1Cc1ccc(-c2nn[nH]n2)cc1 (configuration not stated)	1	0.1	-9	-10	4	5	i	4	2
CSc1ccc(S(=O)(=O)NCCSc2ccccn2)cc1	3	-0.5	9	6	-3	14	i	-5	-6
O=C(NCC(=O)N1CCN(c2ccccc2)CC1)c1cccs1	1	-1.1	-3	-1	-1	0	i	-5	0
O=C(NCc1cccc(C(F)(F)F)c1)c1csc(COCCO)n1	3	-0.3	-3	-6	-5	1	i	-7	-9
CCOC(=O)N1CCC(NC(=O)c2ccc(CNS(=O)(=O)c3ccc(F)cc3)cc2)CC1	2	x	7	-8	3	-8	i	0	-10
COc1ccccc1N1CCN(C(=O)c2cc3cc(Br)ccc3oc2=O)CC1	-4	0.9	-11	10	1	1	i	-13	-4
Cc1ccccc1-c1nnc(SCC(=O)N(C)C2CCS(=O)(=O)C2)n1C (configuration not stated)	4	-0.7	5	-4	x	2	i	-1	-13
Cc1ccc(/C=C2\OC(=O)c3ccccc32)cc1	-1	1.7	-3	13	-5	-6	i	-15	-4
N#Cc1ncccc1CCc1cccc(Cl)c1	2	-0.3	-7	6	1	-2	i	-4	-4
Cc1cc(=O)oc2cc(OC(C)C(=O)NCc3ccccn3)ccc12 (configuration not stated)	-3	2.2	14	-6	1	6	i	4	0
COC(=O)[C@@]1(C)[C@H]2C(=O)N(Cc3ccccc3)C(=O)[C@H]2[C@H]2CN=C(SC)N21	5	1.7	6	-5	2	-12	i	-3	7
O=C(Nc1cccc2ccccc12)c1ccc(Br)o1	-1	1.8	-4	-5	0	-10	i	-9	-3

The list goes on, starting with the last 3 of the part before.
SMILES	Rin1-Abl PPI inh	MsrA inhibitor	SKN-1 block	FAS-TE inh	MT1-MMP act inh	NRP1-CendR mod	Neddyl block	E coli Lon inh	MsrA act
Cc1cc(=O)oc2cc(OC(C)C(=O)NCc3ccccn3)ccc12 (configuration not stated)	-3	2.2	14	-6	1	6	i	4	0
COC(=O)[C@@]1(C)[C@H]2C(=O)N(Cc3ccccc3)C(=O)[C@H]2[C@H]2CN=C(SC)N21	5	1.7	6	-5	2	-12	i	-3	7
O=C(Nc1cccc2ccccc12)c1ccc(Br)o1	-1	1.8	-4	-5	0	-10	i	-9	-3
COc1ccc(OC)c(NC(=O)CSc2nncc3ccccc23)c1	-1	0.5	0	2	-2	2	i	-2	-10
O=S(=O)(Nc1cccc(-n2cnnn2)c1)c1cc(Br)ccc1Br	0	0.5	22	2	1	7	i	-5	-3
COC(=O)c1ccc(NC(=O)C(=O)N2CCN(C(=S)NCCc3ccccc3)CC2)cc1	-3	-1.5	4	0	0	5	i	-7	-11
O=C(OCc1cc2ccccc2[nH]c1=O)C1CCCCC1	1	0.2	7	2	3	2	i	-8	1
CSc1ccc(CN2CCC(CO)(Cc3ccc(Cl)cc3)CC2)cc1	-5	0.5	-11	13	2	-2	i	5	-2
CCN(Cc1ccccc1)C(=O)/C=C/c1ccccc1[N+](=O)[O-]	-3	2.1	5	10	-5	-3	i	-2	-4
Cc1cc(C)nc(NS(=O)(=O)c2ccc(N3C(=O)C4CC=C(Cl)CC4C3=O)cc2)n1 (configuration not stated)	2	0.4	6	-11	1	0	i	-6	-2
COc1ccc(C2=NNC(c3ccco3)=Nc3ccc(F)cc32)cc1	3	-0.4	6	3	-5	2	i	-7	-8
NNC(=O)/C(=C\c1ccc(Br)cc1)NC(=O)c1cccs1	1	1.2	7	-6	3	12	i	3	-2
COc1cc(OC)c(NC(=O)c2sc3ncn(CC(=O)N4CCN(c5ccccn5)CC4)c(=O)c3c2C)cc1Cl	-1	1.1	-5	45	3	16	i	4	-4
CCOC(=O)c1ccccc1NC(=O)CC1SC(=NC)N(C)C1=O (configuration not stated)	-1	-0.8	-10	-5	-1	-1	i	6	1
COCc1cccc(-c2csc(C(C)(O)c3ccccc3)n2)c1 (configuration not stated)	-2	-0.7	2	-1	1	41*	i	-3	-2
CC1CN(C(=O)c2ccccc2Sc2ccccc2C#N)CC(C)O1 (configuration not stated)	2	0.1	10	-3	0	-5	i	5	-4
O=c1[nH]c(/C=C\c2cccs2)nc(O)c1[N+](=O)[O-]	-1	5.3*	2	-4	2	3	i	-1	-5
Cc1cc(Cl)c(S(=O)(=O)Nc2ccc(Cl)cn2)cc1OCC(N)=O	-2	0.9	14	-1	4	-8	i	-6	-1
CCc1ccc(C(=O)/C=C/Nc2ccc(S(=O)(=O)Nc3cnc4ccccc4n3)cc2)cc1	2&0	0.6&-0.3	10&-1	-8&-5	9&2	13&20	i	-4&0	-2&-4
COc1cc(OC)cc(-c2c(-c3cccs3)c3cc(-c4ccc(SC)cc4)ccc3n2C)c1	-3	0.8	15	33	-1	-6	i	2	-1
CC(C)C[C@H]1CN([C@@H](Cc2ccccc2)CN2CCC[C@H]2CN2C(=O)C(=O)NC[C@@H]2Cc2ccc(O)cc2)C(=O)C(=O)N1CC1CCCCC1	x	1.2	4	16	-3	-7	i	-1	-2
CC1CC(C)(C)N(C(=O)CN2C(=O)CCC2=O)c2ccccc21 (configuration not stated)	2	-0.6	-4	-6	x	6	i	8	-12
COc1nc(Nc2nc3ccccc3c(=O)[nH]2)nc2ccc(C)cc12	-3	0.9	-9	-3	0	-8	i	-4	-10
CCN(CC)CCNC(=O)c1ccc(NC(=O)c2ccc(F)cc2)cc1	0	0.6	8	-4	-4	-17	i	-5	-3
COc1ccc(CCn2c(=O)[nH]c3cc(C(=O)N4CCN(c5ccccn5)CC4)ccc3c2=O)cc1OC	2	-0.3	-1	2	3	-7	i	5	-6
Cc1ccc2c(c1)/C(=N/N1C(=O)c3ccccc3C1=O)C(=O)N2	-9	1.8	6	-4	-4	5	i	-8	-1
COc1ccc(-c2cc(C(=O)OC(C)C(=O)Nc3c(C)n(C)n(-c4ccccc4)c3=O)c3ccccc3n2)cc1 (configuration not stated)	-2	-0.4	7	-7	-2	-7	i	0	-2
O=NN(Cc1cccnc1)C(=O)NC1CCCCC1	0	-0.1	14	-2	1	14	i	-3	-4
COc1cc2ccccc2cc1C(=O)N1CCN(c2ccccn2)CC1	3	-0.8	-1	-1	4	7	i	-7	-2
COc1ccc(-c2cc(C(F)(F)F)nc(S(C)(=O)=O)n2)cc1OC	6	2.5	-8	11	2	5	x	-5	-9
COc1cc(CN2CCNC(=O)C2CC(=O)N(C)Cc2ncc[nH]2)cc(OC)c1 (configuration not stated)	-5	0.7	15	-2	-3	-6	i	7	-1
CNC(=O)OCc1cocc1COC(=O)NC	x	-0.2	3	-4	13	0	i	4	-3
